GLP-1R inv ag: qHTS of GLP-1 Receptor Inverse Agonists (Inhibition Mode); actives 1.6% (n = 410,000); Glucagon-like peptide 1 receptor (Homo sapiens), P43220; AID 624417, 2012; HEK293 GLP-1R CRE-luciferase, luminescence, 24 h; GLP-1R form is constitutively active; Potency, µM (series often up to 38.3 µM), for inactives: at the highest dose activity change, negative = inhibition, hits mostly inhibitors; note: potency is the fitted concentration of half-maximal effect; % is set by controls: 0 for no effect and ±100 for the full control effect; nearly all actives have a fitted effect of over 55% in size
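Seeding at 200 cells/uL, 12 h culture, 24 hr compound treatment, then luciferase reagent and a luminescence read; cells are HEK293 stably expressing a constitutively active GLP-1R plus cAMP-responsive luciferase.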
D3 antag: qHTS of D3 Dopamine Receptor Antagonist: qHTS | D(3) dopamine receptor (Homo sapiens), P35462 | D3R cells, DiscoveRx beta-arrestin luminescence, antagonist mode; hits give low values | max response, negative = inhibition, % | actives 2.5% (n = 360,000) | AID 652054, 2013; in the data active = max response below about -50%; inconclusive = no clear call, values can overlap the other calls; note: % is set by controls: 0 for no effect and ±100 for the full control effect; mostly tested at two doses, the higher about 12 µM
Target sequence (P35462 whole entry, looked up): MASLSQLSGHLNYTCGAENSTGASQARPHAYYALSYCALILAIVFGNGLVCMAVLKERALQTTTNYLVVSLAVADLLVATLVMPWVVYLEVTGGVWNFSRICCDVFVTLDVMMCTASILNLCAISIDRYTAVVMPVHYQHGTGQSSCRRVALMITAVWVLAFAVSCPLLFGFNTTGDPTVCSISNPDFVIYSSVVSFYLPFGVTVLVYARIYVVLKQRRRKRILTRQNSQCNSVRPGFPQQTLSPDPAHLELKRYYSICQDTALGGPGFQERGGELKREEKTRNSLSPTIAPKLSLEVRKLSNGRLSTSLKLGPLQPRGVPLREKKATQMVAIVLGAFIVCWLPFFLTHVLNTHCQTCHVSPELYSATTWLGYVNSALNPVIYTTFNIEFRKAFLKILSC
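Cells plated overnight at 1500 cells/well, then exposed to library compounds with dopamine controls for 90 minutes at 37 degrees C. DiscoveRx reagent added for 30–60 minutes at room temperature; luminescence read, quantitative HTS format.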
GLP1R ag: qHTS of GLP-1 Receptor Agonists | Glucagon-like peptide 1 receptor (Homo sapiens), P43220 | HEK293 GLP-1R CRE-luciferase, luminescence, 4-6 h; cells express a hypersensitive GLP-1R form | Potency, µM (titrated, usually from 45.6 µM), without a hit: at the highest dose activation, usual class: activators | actives 0.007% (n = 380,000); note: potency is the fitted concentration of half-maximal effect; % of control where 0% means no effect
aSyn rescue: qHTS of alpha-syn Inhibitors. Yeast expressing alpha-synuclein, growth rescue, BacTiter-Glo, 24 h. actives 0.14% (n = 370,000). AID 652106, 2013. Potency, µM (series often up to 46.1 µM), without a hit: at the top dose growth rescue (activation), usual class: activators; note: potency is the fitted concentration of half-maximal effect; % of control where 0% means no effect; nearly all actives have a fitted effect of over 65% in size
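Readout is rescue of growth in alpha-synuclein-expressing yeast, so inhibitors of toxicity appear as activators. Growth after 24 hr at 30 deg C in galactose medium is quantified by luminescence.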
FUS yeast rescue: qHTS for Suppressors of FUS Proteinopathy: Primary screen using FUS-linked yeast assay; Potency, µM (titrated, usually from 76.6 µM), for inactives: at the highest dose growth rescue (activation), most hits filed as activators; actives 0.24% (n = 390,000); S. cerevisiae FUS-expressing, growth rescue, OD600, 24 h;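 note: potency is the fitted concentration of half-maximal effect; plate controls were DMSO vehicle for no effect and reference control for full effect; nearly all actives have a fitted effect of over 55% in size; some results filed as inactive show a strong effect at the top dose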
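Steps: raffinose overnight preculture; dilution to OD 0.005 in 2% galactose minimal medium; compound addition (concentration series); 24hr at 30C, 99% humidity; absorbance read at 600 nm.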
Abeta yeast res: qHTS for compounds that reverse cellular toxicity of Amyloid beta (A-beta) peptide in yeast: Primary Screen; yeast expressing A-beta42, growth rescue, OD600, 48 h; response scale: 0% DMSO, 100% iron-clioquinol control; Potency, µM (top dose mostly 46.1 µM), inactives show at the highest dose growth rescue, most hits filed as activators; actives 0.063% (n = 410,000); note: potency is the fitted concentration of half-maximal effect; nearly all actives have a fitted effect of over 55% in size
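Yeast A-beta toxicity model in growth medium with pinned compounds, 48 h at 30 C; growth read as absorbance at 600 nm. Normalized to FeCl3/clioquinol equimolar mix (positive) and DMSO (negative).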
pAkt inh: HTS Assay for Inhibitors of Akt Phophorylation: Primary Screen; activity change, % for hits at 50 µM; Neuro2A IGF-stimulated pAkt S473 HTRF, 20 min; hits give low values; actives 0.32% (n = 360,000); in the data active = activity change below about -80%; inconclusive = mostly about -51% to -80%; note: % is set by controls: 0 for no effect and ±100 for the full control effect
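Single-point screen (50 µM final compound) in Neuro2A cells stimulated 20 min with 6 nM IGF at 37 deg C. After lysis, Ser473-phosphorylated Akt read by HTRF (ex 330 nm, em 615/665 nm) as the 665/615 ratio.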
PTHR1 agonist: qHTS for PTHR1 Agonists: Primary Screen. Parathyroid hormone/parathyroid hormone-related peptide receptor (Homo sapiens), Q03431. HEK293 GP2 PTHR1 cells, GloSensor cAMP luminescence, 1 h. Potency, µM (top dose mostly 115 µM), for inactives: top-dose activation, usual class: activators. actives 0.075% (n = 410,000). AID 743266, 2014; note: potency is the fitted concentration of half-maximal effect; nearly all actives have a fitted effect of over 55% in size; some results filed as inactive show a strong effect at the top dose; inactives centre near -15; many of its hits are not listed in these tables
Target sequence (Q03431 whole entry, looked up): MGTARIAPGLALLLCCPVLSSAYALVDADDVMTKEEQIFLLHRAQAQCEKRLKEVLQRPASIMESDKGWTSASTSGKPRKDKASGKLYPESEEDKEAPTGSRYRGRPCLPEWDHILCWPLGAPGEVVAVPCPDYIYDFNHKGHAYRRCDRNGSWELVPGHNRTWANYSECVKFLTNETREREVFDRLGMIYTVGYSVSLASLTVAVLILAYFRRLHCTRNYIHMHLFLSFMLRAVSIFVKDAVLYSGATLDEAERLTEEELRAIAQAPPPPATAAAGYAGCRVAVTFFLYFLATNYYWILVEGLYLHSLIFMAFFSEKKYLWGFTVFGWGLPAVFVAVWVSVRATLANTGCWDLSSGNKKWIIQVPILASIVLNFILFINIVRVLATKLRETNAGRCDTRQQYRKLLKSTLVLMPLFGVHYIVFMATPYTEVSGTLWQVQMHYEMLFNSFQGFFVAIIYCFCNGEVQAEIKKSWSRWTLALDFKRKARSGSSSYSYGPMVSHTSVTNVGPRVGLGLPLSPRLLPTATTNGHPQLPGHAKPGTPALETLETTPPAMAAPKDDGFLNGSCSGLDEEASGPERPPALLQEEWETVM
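HEK-293-derived GP2 cells expressing PTHR1 and a GloSensor cAMP reporter, 3,000/well, plated overnight, given luciferin plus IBMX (each 0.5 mM as added) for 1 h at 37 °C, then compound for 1 h at 37 °C. Luminescence was read after 15 min at room temperature.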
TDP-43 yeast inh: qHTS of TDP-43 Inhibitors; TDP-43 expressing yeast growth rescue, BacTiter-Glo, 24 h; Potency, µM (highest dose often 46.1 µM), inactives show at the highest dose growth rescue (activation), hits mostly activators; actives 1.8% (n = 410,000); AID 652104, 2013; note: potency is the fitted concentration of half-maximal effect; % of control where 0% means no effect; nearly all actives have a fitted effect of over 50% in size
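Galactose-induced TDP-43 yeast, OD600=0.02, compound pinned; 24 hr, 30 deg C; BacTiter-Glo luminescence for growth. Inhibitors of TDP-43 toxicity read as activators.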
Active calls of the source: *; i = inactive; ? = inconclusive; / = not tested or not shown; [ ] = remark or other dose. Unless noted, calls come from the whole dose curve; as a rule, active = well fitted curve in the direction sought with a large enough effect; inconclusive = small, poorly fitted or top-dose-only effect, or another doubt; inactive = no such curve, though single readings can be large; an effect the other way counts as inactive or inconclusive.

SMILES | GLP-1R inv ag | D3 antag | GLP1R ag | aSyn rescue | FUS yeast rescue | Abeta yeast res | pAkt inh | PTHR1 agonist | TDP-43 yeast inh
COc1cccc(CC(NC(C)=O)C(=O)NC2CCN(c3c(Cc4ccccc4)c(C)nc4ncnn34)CC2)c1OC (stereo unspecified) | 32%[activator] | 1 | 6% | -4% | 27% | 10% | i | -5% | -19%
O=C(CSc1nc(-c2ccccc2)c(-c2ccccc2)o1)NCCCO | -17% | 3 | -3% | 4% | 11% | 4% | i | 6% | 18%
Cc1ccc(N2C(=O)c3ccccc3C(C)(C)C2=O)cc1 | -5% | 5 | 4% | 13% | 8% | 4% | i | -13% | 19%
COc1ccc2[nH]c3c(NCCCOC(C)C)ncnc3c2c1 | 4% | 9 | 16% | 1% | 11% | -8% | i | -15% | -2%
CCc1ccc(NC(=O)CN(C(=O)N2CCN(CC)CC2)S(=O)(=O)c2ccc(C)cc2)cc1 | 4% | -3 | -9% | 4% | 11% | 8% | i | i | 15%
CCOC(=O)C1C(=O)OC2(CCCC2)C1C(=O)OCC (stereo unspecified) | 0% | 5 | -1% | 3% | 9% | 12% | i | i | -17%
Cc1ccc(C)c(N2CCN(c3ncccc3[N+](=O)[O-])CC2)c1 | ? | -11 | 16% | -13% | 3% | -1% | i | i | -7%
CCCc1cc(C(=O)Nc2ccc(C)cc2)no1 | 6% | 2 | -3% | -11% | 5% | -11% | i | -25% | ?
CC(CC(=O)c1ccccc1)=NCCCN=C(C)CC(=O)c1ccccc1 | ? | -14 | 21% | 3% | -22% | -1% | i | i | 0%
O=C(CCCCCn1c(=O)[nH]c2ccccc2c1=O)N1CCN(c2cccc(C(F)(F)F)c2)CC1 | 17% | / | / | / | 5% | 7% | / | i | 8%
C=CCn1c(=O)c2ccccc2n2c(SCc3nnc(-c4ccccc4Br)o3)nnc12 | 3% | -13 | 1% | 0% | 14% | 8% | i | -4%[57.5 µM] | -7%
COc1ccc(CNC(=S)Nc2cc(OC)ccc2OC)cc1 | -10% | -2 | 1% | -4% | / | 8% | i | i | 9%
C/C(=N\NC(=S)NC(C)C)c1ccc(-n2ccnc2)cc1 | -26% | 77 | -4% | 3% | 6% | 8% | i | i | 27%
CC(=O)Nc1ccc(Nc2ccc3c4c(cc(=O)n3C)-c3ccccc3C(=O)c24)cc1 | 38%[activator] | -7 | 7% | -8% | -9% | -10% | i | -2% | -9%
C[C@@H]1CN([C@@H](C)CO)S(=O)(=O)c2ccc(C#CC(C)(C)O)cc2O[C@H]1CN(C)C(=O)C1CCCCC1 | 4% | 35 | 3% | -12% | 27% | 11% | i | -25% | 16%
Cc1cc(C(=O)N/N=C/c2c(C)n(C)c3ccccc23)n[nH]1 | -6% | 11 | 11% | 2% | 9% | 2% | i | -9% | 6%
COc1ccc(S(=O)(=O)N2CCC(C(=O)N(CC(C)C)C3CCS(=O)(=O)C3)CC2)cc1OC (stereo unspecified) | -2% | -11 | 6% | -7% | 24% | -1% | i | -5% | -23%
CCC(=O)N1CCc2cc(S(=O)(=O)NC(Cc3ccccc3)C(=O)NCc3ccc(F)cc3)ccc21 (stereo unspecified) | 2% | / | / | / | 10% | -10% | / | -51% | 20%
CCCC(c1nnnn1C(C)(C)CC)N1CCN(C2CCCC2)CC1 (stereo unspecified) | -24% | ? | 4% | -4% | -3% | -1% | i | i | 7%
OC(c1ccc(Cl)c(Cl)c1)c1ncc(-c2ccccc2C(F)(F)F)[nH]1 (stereo unspecified) | ? | 4 | 4% | 6% | -26% | -2% | i | -19% | 30%

Whole records, quoted from the list. Order of values: GLP-1R inv ag	D3 antag	GLP1R ag	aSyn rescue	FUS yeast rescue	Abeta yeast res	pAkt inh	PTHR1 agonist	TDP-43 yeast inh
C=CCn1c(=O)c2ccccc2n2c(SCc3nnc(-c4ccccc4Br)o3)nnc12 in the list: 3%	-13	1%	0%	14%	8%	i	-4%[57.5 µM]	-7%
Cc1cc(C(=O)N/N=C/c2c(C)n(C)c3ccccc23)n[nH]1 in the list: -6%	11	11%	2%	9%	2%	i	-9%	6%

Continuation.
SMILES | GLP-1R inv ag | D3 antag | GLP1R ag | aSyn rescue | FUS yeast rescue | Abeta yeast res | pAkt inh | PTHR1 agonist | TDP-43 yeast inh
CCOC(=O)c1nnc(-c2ccc(C)cc2)nc1Sc1cccc(Cl)c1 | 0% | -27 | -1% | 2% | / | -15% | i | i | -22%
CCOc1ccc(CNC(c2ccccc2)c2ccccc2)cc1 | 7.1µM* | -2 | 10% | 7% | -6% | 7% | i | -31%[inhibitor] | 2%
O=C(CNC(=O)N1CC(=O)Nc2ccccc21)Nc1cccc(F)c1 | -2% | 11 | -2% | 2% | 3% | 8% | i | i | 7%
COc1ccc(C2CC(c3cccs3)=NN2C(=S)Nc2ccccc2)cc1OC (stereo unspecified) | 14% | -12 | 1% | 5% | 11% | 4% | i | i | 19%
CCCS(=O)(=O)Nc1ccc2cn[nH]c2c1 | 6% | -9 | 0% | 4% | 12% | 3% | i | i | /
CCc1cccc(C)c1NC(=O)COC(=O)C1CCN(S(=O)(=O)c2ccccc2)CC1 | 11% | 7 | -20% | -6% | 8% | -3% | i | i | 4%
Cc1ccc(OCc2cc(=O)n3cc(C)sc3n2)c(C)c1 | 3% | / | 1% | / | -18% | 0% | / | -39%[inhibitor] | 19%
CC1CCCCN1C(=O)c1c([N+](=O)[O-])cnn1C (stereo unspecified) | -12% | 7 | -5% | -6% | 16% | 3% | i | i | 10%
CC1(OC(=O)C2CCCC2)C(=O)C=C2C=C(c3ccsc3)N(CCc3ccccn3)C=C2C1=O (stereo unspecified) | 13% | -7 | 1% | -7% | 10% | -8% | i | 22% | -7%
COc1ccc(C(=O)Nc2cccc(/C(C)=N\NC(=O)c3ccoc3C)c2)cc1OC | 26% | 16 | 13% | -1% | 10% | 5% | i | -17% | 0%

By substructure: the entries above containing an NH in an aromatic ring.
SMILES | GLP-1R inv ag | D3 antag | GLP1R ag | aSyn rescue | FUS yeast rescue | Abeta yeast res | pAkt inh | PTHR1 agonist | TDP-43 yeast inh
COc1ccc2[nH]c3c(NCCCOC(C)C)ncnc3c2c1 | 4% | 9 | 16% | 1% | 11% | -8% | i | -15% | -2%
O=C(CCCCCn1c(=O)[nH]c2ccccc2c1=O)N1CCN(c2cccc(C(F)(F)F)c2)CC1 | 17% | / | / | / | 5% | 7% | / | i | 8%
Cc1cc(C(=O)N/N=C/c2c(C)n(C)c3ccccc23)n[nH]1 | -6% | 11 | 11% | 2% | 9% | 2% | i | -9% | 6%
OC(c1ccc(Cl)c(Cl)c1)c1ncc(-c2ccccc2C(F)(F)F)[nH]1 (stereo unspecified) | ? | 4 | 4% | 6% | -26% | -2% | i | -19% | 30%
CCCS(=O)(=O)Nc1ccc2cn[nH]c2c1 | 6% | -9 | 0% | 4% | 12% | 3% | i | i | /

Additional entries
SMILES | GLP-1R inv ag | D3 antag | GLP1R ag | aSyn rescue | FUS yeast rescue | Abeta yeast res | pAkt inh | PTHR1 agonist | TDP-43 yeast inh
CCCc1sc(N)nc1-c1ccc(Cl)cc1 | ? | -7 | -3% | -1% | / | 19% | i | i | 11%
COc1ccc(/C=C(/CC(=O)Nc2ccc(C)cc2)c2nc3ccccc3s2)cc1 | 3% | -5 | 6% | -22% | 20% | 11% | i | i | 20%
COc1cc(S(=O)(=O)N2CCCCC2)ccc1NC(=O)c1ccc(F)cc1 | -3% | ? | -1% | -2% | 12% | -2% | i | i | 20%
CC(=O)N1c2ccc(S(=O)(=O)NCc3ccco3)cc2CC1C (stereo unspecified) | 2% | 0 | -2% | -1% | -10% | -15% | / | -18% | 8%
Cc1cccc(NC(=O)Cn2cnc3sc(C)c(S(=O)(=O)N4CCC(C)CC4)c3c2=O)n1 | 19% | 49 | -2% | -1% | 16% | 12% | i | i | 0%
CCOC(=O)C1=CCN(S(=O)(=O)c2ccc(F)cc2)C1c1ccc(F)cc1 (stereo unspecified) | -10% | -12 | / | 4% | 23% | 10% | i | -5% | 0%
S=C(NCC(c1cccnc1)N1CCOCC1)NC1CCCCC1 (stereo unspecified) | 2% | 7 | 9% | 2% | -11% | 1% | i | -3% | -8%[0.397 µM]
Cc1cc(OC(=O)c2ccccc2C(F)(F)F)c([N+](=O)[O-])c(=O)[nH]1 | 0% | 4 | -3% | -4% | -9% | -10% | i | 12% | -3%
CCCc1cc(=O)[nH]c(SCC(=O)N2CCN(S(=O)(=O)c3ccc(C)cc3)C2)n1 | -12% | -6 | -3% | 3% | -6% | 15% | i | -4% | 15%
CCOc1ccc(C(=O)NC2CCCCCCC2)cc1 | -70% | 1 | 1% | 1% | -2% | -17% | i | -84%[inhibitor] | 5%
CCN(CC)C(=O)C1CCCN(c2ccc([N+](=O)[O-])cc2/C=N/NC(=O)c2ccc([N+](=O)[O-])cc2)C1 (stereo unspecified) | 1% | -79* | -5% | -6% | 10% | 0% | i | 5% | -4%
CCOC(=O)C1CCCN(C(=O)c2ccc(C)c(NC(=O)C3=C(C)OCCS3)c2)C1 (stereo unspecified) | 35%[activator] | 8 | -4% | 2% | 6% | 11% | i | -20% | -5%
COc1ccccc1CNS(=O)(=O)c1cc(Br)cc2c1N(C(=O)C1CC1)CC2 | -18% | / | -1% | / | 17% | -3% | / | -11% | 19%

Screens as filed in PubChem BioAssay.

Some of the compounds tested; rates above refer to the full screens.
